Screens: PubChem BioAssay, several laboratories
MEKK2mut PB1 HTS: MEK5 binding signal on mutant MEKK2 PB1, primary screen, biochemical, multiplex bead flow cytometry, Alexa488-MEK5. Alexa488-MEK5 binding to MEKK2 mutant. percent response, % at 10 µM. hit rate 0.35% among 290,000. AID 1530, 2009; in the data active = percent response above about 24%, passing the limit was not always enough; note: inactives centre near 1; some results filed as inactive read as strong as hits; reference of the scale not given here
NALP1 inh: NALP1 inflammasome inhibitors in reconstituted yeast, colorimetric, S. cerevisiae, triplicate retest; S. cerevisiae NALP1/ASC/caspase-1 growth, X-gal OD620, 72 h; inhibition, % at 10 µM; hit rate 0.61% among 280,000; in the data active = inhibition mostly above about 24%, no sharp cut-off; inactive = mostly below about 32%; note: some compounds called inactive have numbers as strong as hits
PHOSPHO1 block: PubChem AID 1565 | Phosphoethanolamine/phosphocholine phosphatase (Homo sapiens), Q8TCT1 | recombinant PHOSPHO1, absorbance phosphatase assay | inhibition, % at 13.3 µM | hit rate 1.1% among 290,000; in the data active = inhibition above about 60%
GalR3 antagonist: GalR3 antagonists in HEK293 cells, primary screen, cell-based, fluorescence readout; hit rate 0.44% among 360,000; HEK293 GalR3-CNG cAMP membrane potential fluorescence; galR3 body fused to GalR1 C-terminus; inhibition, % at 3 µM;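 active = inhibition above the screen-wide average plus 3 SD, cut at about 13% in these data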;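 note: forskolin and galanin both at EC90 stimulate the cells; cAMP rise reported by CNG channel membrane potential dye signal; 0% = forskolin plus galanin with DMSO and 100% = forskolin alone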
MEKK2 WT-MEK5: modulators of MEK5 binding to wildtype MEKK2, primary screen, biochemical, multiplex bead flow cytometry, Alexa488-MEK5; hit rate 1.1% among 290,000; Alexa488-MEK5 binding to MEKK2 WT; actives lie on both sides; Mitogen-activated protein kinase kinase kinase 2 (Homo sapiens), Q9Y2U5; AID 1531, 2009; binding response (% of control), % at 10 µM; in the data active = binding response below about 67% or above about 130%
GPR7 antagonist: GPR7 receptor antagonists, primary screen, cell-based, fluorescence, single concentration; hit rate 1.1% among 290,000; Neuropeptides B/W receptor type 1 (Homo sapiens), P48145; AID 1861, 2009; inhibition, % at 4.4 µM; GPR7-expressing cells, fluorescence antagonist assay; in the data active = inhibition above about 16%, passing the limit was not always enough;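 note: cells stimulated with the agonist NPW; 0% = agonist with vehicle and 100% = vehicle without agonist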
OXTR ag: human OXTR agonists, primary screen, fluorescence, CHO-OTR cells, Fluo-8 calcium. Oxytocin receptor (Homo sapiens), P30559. Fluo-8 calcium fluorescence; normalized: DMSO 0%, oxytocin 100%. activation, % at 3 µM. hit rate 0.32% among 320,000;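 active = activation above the mean of all tested compounds plus 3 SD, cutoff set per screening run, cut at about 20% in these data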;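 note: peak over basal fluorescence ratio from a 100 s FLIPR kinetic read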
Target sequence (P30559 whole entry, looked up): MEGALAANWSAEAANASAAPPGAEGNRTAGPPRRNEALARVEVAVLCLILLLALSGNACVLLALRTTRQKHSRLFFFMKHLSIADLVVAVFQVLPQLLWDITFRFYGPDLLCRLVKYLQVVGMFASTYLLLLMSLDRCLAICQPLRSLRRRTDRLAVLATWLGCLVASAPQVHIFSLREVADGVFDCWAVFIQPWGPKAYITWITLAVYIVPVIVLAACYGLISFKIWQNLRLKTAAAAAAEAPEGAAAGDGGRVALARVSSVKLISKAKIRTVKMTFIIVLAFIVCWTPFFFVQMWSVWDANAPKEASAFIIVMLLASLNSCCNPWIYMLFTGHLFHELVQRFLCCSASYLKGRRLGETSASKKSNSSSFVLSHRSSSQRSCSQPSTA
V1R ag counter: agonists of human V1a receptor, primary screen, counter-screen for OXTR agonist project, fluorescence, CHO-V1R cells; Fluo-8 calcium fluorescence, agonist mode; 0% DMSO, 100% 3 nM vasopressin; hit rate 0.25% among 320,000; Vasopressin V1a receptor (Homo sapiens), P37288; activation, % at 3 µM; AID 2797, 2010;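 active = activation above the mean activation of all tested compounds plus 3 SD, per screening run, cut at about 20% in these data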;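 note: signal is peak over basal fluorescence ratio across a 100 second FLIPR read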
Target sequence (P37288 whole entry, looked up): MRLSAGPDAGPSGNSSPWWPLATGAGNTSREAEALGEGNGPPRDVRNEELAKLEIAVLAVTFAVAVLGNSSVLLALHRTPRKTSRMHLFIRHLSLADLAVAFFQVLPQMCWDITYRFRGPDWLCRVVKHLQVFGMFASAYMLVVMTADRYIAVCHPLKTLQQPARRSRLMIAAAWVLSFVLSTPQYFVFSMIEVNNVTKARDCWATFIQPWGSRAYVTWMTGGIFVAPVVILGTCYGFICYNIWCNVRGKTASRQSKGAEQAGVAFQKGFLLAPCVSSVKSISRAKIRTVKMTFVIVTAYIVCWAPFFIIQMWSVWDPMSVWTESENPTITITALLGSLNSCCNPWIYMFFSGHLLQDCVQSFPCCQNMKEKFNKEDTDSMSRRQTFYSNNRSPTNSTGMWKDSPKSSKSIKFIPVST
MEKK3 PB1 HTS: modulators of MEKK3-MEK5 PB1 binding, primary screen, biochemical, wildtype MEKK3, multiplex bead flow cytometry, Alexa488-MEK5 | AID 1529, 2009 | binding response (% of control), % at 10 µM | bead-based flow cytometry, Alexa488-MEK5 binding to MEKK3; actives lie on both sides; 0 = blocked by unlabeled MEK5, 100 = vehicle | hit rate 1.4% among 290,000 | Mitogen-activated protein kinase kinase kinase 3 (Homo sapiens), Q99759;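 active = binding response more than 3 SD above or below the average of its plate-row segment, actives on both sides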;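 note: Alexa488 bead fluorescence after subtracting the streptavidin-only scavenger bead signal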
The depositor's hits bear a star; nt = not tested or not shown; & = joins results of further samples; [ ] = another dose, or the depositor's remark.

SMILES	MEKK2mut PB1 HTS	NALP1 inh	PHOSPHO1 block	GalR3 antagonist	MEKK2 WT-MEK5	GPR7 antagonist	OXTR ag	V1R ag counter	MEKK3 PB1 HTS
COc1cccc(NC(=O)CSc2nnc(COc3ccc4c(c3)CCCC4)o2)c1	1	5	13	4	93	-10	1.1	1.1	98
O=C(/C=C/c1ccc(OCCCF)cc1)N1CCOCC1	-5	-2	2	-8	97	-7	-0.2	1.1	99
O=S(=O)(NCc1ccccc1)c1ccc(Br)c2nsnc12	23	nt	37	-7	112	3	0.9	0.6	125
S=C(Nc1ccccn1)c1ccccn1	12	-13	43&25	-1	107	-8&-12	-1.7	-0.7	106
CCn1cc(C(=O)NCCc2ccccc2)c(=O)c2cc(S(=O)(=O)N3CCCC3)ccc21	-2	1	3	-6	97	-1	-1.8	0.0	108
CCOC(=O)C1=C(O)C(Nc2nc3ccccc3s2)(C(F)(F)F)N=C1C (configuration not stated)	-2	6	24	1	105	-23	-1.5	-1.1	104
CCc1ccc(Nc2nnc(SCC(=O)N(C)C3CCS(=O)(=O)C3)s2)cc1 (configuration not stated)	3	-4	-15	-2	105	-12	0.0	-1.4	100
CCCn1nc(NC(=O)C(C)C)c2cc3cc(OC)ccc3nc21	2	12	14	-13	104	-8	-1.7	9.7	104
COc1ccc(/C=C/c2nnc(NC(C)=O)s2)cc1	7	22	32	0	106	2	1.6	0.3	106
CN(C)S(=O)(=O)c1ccc(NC(=O)N2CCN(c3ccccc3Cl)CC2)cc1	0	34	6	0	108	-20	4.0	6.5	109
Cc1cc(NC(=O)CN2CC(C)OC(C)C2)n(-c2nc3ccccc3s2)n1 (configuration not stated)	1	nt	12	nt	88	-5	-1.4	0.1	93
CCCCCCCC(=O)NC(Nc1ccc(S(N)(=O)=O)cc1)C(Cl)(Cl)Cl (configuration not stated)	1	6	16	-7	101	-12	-2.2	0.2	103
CC(=O)Nc1ccc(NC(=O)COC(=O)/C(=C/c2ccccc2)n2nnnc2C)cc1	0	10	38	-4	101	-6	0.8	8.6	93
CCCCCCNCC(=O)N1CCC(Cc2ccccc2)CC1	14	26	24	-12	114	7	3.0	3.9	107
Cc1cnc(C(=O)Nc2nc(-c3ccccc3)cs2)cn1	10	8	-3	-3	97	-3	-1.0	0.7	101
Cc1cc(N2CCN(Cc3ccccc3)CC2)n2nc(C)c(-c3ccccc3)c2n1	2	-11	19	-5	112	-18	-0.2	4.2	108
COCCCN(C(=S)Nc1cc(Cl)cc(Cl)c1)C(C)c1ccccn1 (configuration not stated)	2	nt	25	-6	101	-14	4.8	2.4	111
Cn1c(C(C#N)C(=O)c2sc3ccccc3c2Cl)nc2ccccc21 (configuration not stated)	7	5	2	5	106	-5	-1.2	0.3	106
CCc1nnc(NC(=O)c2ccc(C)o2)s1	-3	9	13	-2	102	-16	0.1	1.5	98
COc1ccc(-n2ncc3c(=O)n(Cc4c(F)cccc4Cl)cnc32)cc1	-8	-11	16	-2	84	-7	2.3	4.8	95

Some values from the list:
Entry of `CC(=O)Nc1ccc(NC(=O)COC(=O)/C(=C/c2ccccc2)n2nnnc2C)cc1` in PHOSPHO1 block: 38
Entry of `CCCCCCNCC(=O)N1CCC(Cc2ccccc2)CC1` in V1R ag counter: 3.9
Entry of `CCc1nnc(NC(=O)c2ccc(C)o2)s1` in MEKK3 PB1 HTS: 98
Entry of `CCCn1nc(NC(=O)C(C)C)c2cc3cc(OC)ccc3nc21` in NALP1 inh: 12
Entry of `Cn1c(C(C#N)C(=O)c2sc3ccccc3c2Cl)nc2ccccc21` (configuration not stated) in GalR3 antagonist: 5

Further results follow:
SMILES	MEKK2mut PB1 HTS	NALP1 inh	PHOSPHO1 block	GalR3 antagonist	MEKK2 WT-MEK5	GPR7 antagonist	OXTR ag	V1R ag counter	MEKK3 PB1 HTS
CCOc1ccc(/C=N/NC(=O)c2[nH]ncc2Br)c(O)c1	-7	15	41	-1	93	-6	2.7	0.9	95
COc1ccc(Nc2nc(N3CCCCC3)nc3ccccc23)c(OC)c1	6	12	20	-7	114	15	3.0	7.0	107
CCCCCOC(=O)C1[C@H]2C(=O)N(Cc3cccs3)C[C@]23C=C[C@H]1O3 (some centres not stated)	1	3	-8	-6	96	-3	-0.8	-0.6	100
O=C(Nc1cccc(NC(=O)c2cccc(F)c2)n1)c1cccc(F)c1	5	18	47	-7	103	-8	7.8	10	103
COc1cccc(C2C(C(=O)OC(C)C)=C(C)Nc3ncnn32)c1 (configuration not stated)	-7	2	2	-3	89	-15	-2.4	-0.3	90
C=CCc1c(C)nc(C)nc1N/N=C/c1ccccc1O	-1	42	3	-8	101	-1	-0.8	-0.5	99
CC(=O)c1cn(N2CCCCC2)c(=O)[nH]c1=O	0	22	28	-11	99	-3	-0.3	1.1	97
O=C(c1ccccc1)c1n[nH]c(-c2ccccc2)cc1=O	-2	26	-26	-5	95	-5	0.6	0.2	97
CCc1ccc(C2=NN(C(C)=O)C(c3ccco3)C2)cc1 (configuration not stated)	3	-5	-13	-5	101	2	-2.4	-1.5	102
Cc1c(C(=O)Nc2ccc3c(c2)OCO3)sc2ncn(CC(=O)N3CC(C)CC(C)C3)c(=O)c12 (configuration not stated)	9	32	14	-8	104	19	0.3	0.7	106
COc1ccc(CNCc2ccc3c(c2)OCO3)c(OC)c1OC	5	23	19	-7	109	-7	nt	nt	99
CCN1C(=O)c2cccc3c(NC(=O)C4CCCCC4)ccc1c23	2	29	12	-2	103	2	-0.7	0.6	103
O=S1(=O)CC(O)C(NCc2ccco2)C1 (configuration not stated)	-4	23	1	-2	81	-12	1.2	-0.6	75*[inhibitor]
Cn1c(=O)c(-c2ccccc2[N+](=O)[O-])c(Cl)c2ccccc21	12	15	30	-10	99	-13	-2.2	0.6	102
O=C(N/N=C/c1c[nH]c2ccc(Br)cc12)C1CC1	-13	-5	-1	-4	91	-13	2.7	2.3	92
COc1ccc(Nc2oc(COc3ccccc3OC)nc2C#N)cc1	-1	31	14	-1	96	10	-2.3	0.8	95
CCNc1ccc(S(=O)(=O)N(C)C)cc1NCC(=O)Nc1ccc(Br)cc1F	-1	39	-27	3	103	-1	8.3	11	100
O=C1OCCC1Sc1nnc(-c2ccccc2Br)n1Cc1ccccc1 (configuration not stated)	-1	39	-3	0	98	1	-0.9	0.0	95
COC(=O)c1ccc(S(=O)(=O)N(CCO)Cc2ccccc2)n1C	-7	-10	3	-6	99	-6	-0.7	0.2	96
COc1cc2c(cc1OC)C(COc1ccc([N+](=O)[O-])cc1)NCC2 (configuration not stated)	3	12	28	-8	104	6	3.1	3.0	100
CCCNc1nc(-c2ccccc2)c(C(=O)OCC)cc1C#N	-6	43	14	2	95	-4	-2.0	-1.0	97
O=C(O)c1oc2ccc(Br)cc2c1-n1cccc1	3	10	3	-4	100	-6	0.5	1.1	102
COc1ccc(S(=O)(=O)N2CCCCC2)cc1	2	-5	9	-4	103	-11	-0.3	-0.9	101
COc1ccc(CNc2c(CO)cnc3c2cnn3C)cc1	1	-17	51	-1	102	-3	0.3	1.0	107
CCn1c2ccccc2c2cc(NC(=O)c3ccccc3-c3ccccc3C(=O)O)ccc21	-17	19	25	-11	99	1	-0.3	-0.4	82
CCC(=O)N1c2ccc(S(=O)(=O)N3CCN(C)CC3)cc2CC1C (configuration not stated)	0	34*	12	0	99	-5	0.2	-0.1	97
O=C(O)c1ccc(COc2ccccc2[N+](=O)[O-])o1	0	7	12	1	102	-8	0.6	0.1	108
CC(C)c1ccc(OC(=O)c2cccc(S(=O)(=O)N3CCN(C)CC3)c2)cc1	5	3	9	-1	100	5	4.2	9.2	101
CCOc1ccc(-n2c(C)nc3cc(C(=O)NCCCN4CCOCC4)ccc32)cc1	11	26*	-5	-2	111	-1	0.6	2.2	103
COc1ccccc1NC(=O)CN(Cc1ccccc1)S(C)(=O)=O	3	10	-32	-3	101	-1	-1.2	-0.7	87
CCCCN(CCCC)CCNC(=O)CN1C(=O)COc2ccc(S(=O)(=O)N3CCC(C)CC3)cc21	3	7	32	3	107	-16	-0.1	-0.2	97
Cc1cc(NC(=O)C23CCC(C)(C(=O)O2)C3(C)C)no1 (configuration not stated)	-7	nt	30	-4	98	1	1.3	0.9	100
Cc1cc2cc(CN(CC3CCCO3)C(=S)NCc3ccco3)c(=O)[nH]c2cc1C (configuration not stated)	0	32	-41	-3	103	-7	-1.5	0.0	147*
COc1cccc(N2CC(C(=O)Nc3nnc(SCC(=O)N4CCCC4)s3)CC2=O)c1 (configuration not stated)	8	14	12	-4	113	-6	-0.4	-0.4	103
O=C(Nc1ccccc1)C1=C(O)CC(c2ccc(Cl)cc2)N2CCN=C12 (configuration not stated)	-3	34	6	-6	99	1	0.4	0.7	94
Cc1cc(C(=O)Nc2cc(C)n(Cc3ccc(Cl)cc3)n2)no1	3	-69	-6	-9	98	-13	0.6	1.7	99
COc1ccc(C(=O)OCCc2ccc(O)cc2)cc1	2	37	4	-2	100	-12	-0.5	1.7	103
CCn1cc(C(=O)NCc2ccco2)c(=O)c2ccc(C)nc21	2	3	31	-10	104	-15	-0.9	-1.2	103

Gathered by group: the entries above containing bromine (6)
SMILES	MEKK2mut PB1 HTS	NALP1 inh	PHOSPHO1 block	GalR3 antagonist	MEKK2 WT-MEK5	GPR7 antagonist	OXTR ag	V1R ag counter	MEKK3 PB1 HTS
O=S(=O)(NCc1ccccc1)c1ccc(Br)c2nsnc12	23	nt	37	-7	112	3	0.9	0.6	125
CCOc1ccc(/C=N/NC(=O)c2[nH]ncc2Br)c(O)c1	-7	15	41	-1	93	-6	2.7	0.9	95
O=C(N/N=C/c1c[nH]c2ccc(Br)cc12)C1CC1	-13	-5	-1	-4	91	-13	2.7	2.3	92
CCNc1ccc(S(=O)(=O)N(C)C)cc1NCC(=O)Nc1ccc(Br)cc1F	-1	39	-27	3	103	-1	8.3	11	100
O=C1OCCC1Sc1nnc(-c2ccccc2Br)n1Cc1ccccc1 (configuration not stated)	-1	39	-3	0	98	1	-0.9	0.0	95
O=C(O)c1oc2ccc(Br)cc2c1-n1cccc1	3	10	3	-4	100	-6	0.5	1.1	102
